Sm TGR inh: S. mansoni TGR enzyme inhibition | Q962Y6 | purified TGR, DTNB reduction, TNB absorbance 405 nm | Potency, µM (titrated, usually from 114 µM), for the others: top-dose activity change, negative = inhibition, most hits filed as inhibitors | hit rate 3% among 360,000 | AID 485364; further: potency means the concentration at half of the fitted maximal effect; nearly all actives have a fitted effect of over 60% in size
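First, TGR (20 nM dispensed) and NADPH were mixed with compound. Second, a 15 min room-temperature incubation followed. Third, further NADPH and then DTNB were added to start the reaction. Finally, TNB absorbance was monitored kinetically.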
AMA1-RON2 inh: AMA1-RON2 (P. falciparum) interaction inhibition. Potency, µM (series often up to 58.2 µM), inactives show top-dose activity change, negative = inhibition, usual class: inhibitors. hit rate 0.2% among 360,000. AlphaScreen AMA1-biotinylated RON2 peptide binding. AID 720542;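 further: potency means the concentration at half of the fitted maximal effect; 0% = vehicle wells and -100% = peptide control; nearly all actives have a fitted effect of over 45% in size; some results filed as inactive show a strong effect at the top dose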
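AMA1 (3D7) with his tag at 25 nM final met compounds first, then biotinylated RON2 peptide at 25 nM; detection used donor plus acceptor beads, 10 µg/mL apiece, read by AlphaScreen after 30 min at room temperature.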
FBPA Giardia inh: Giardia lamblia aldolase inhibition; A8B2U2; purified Giardia FBPA; Potency, µM (series often up to 59.6 µM), inactives show at the top dose activity, negative = inhibition, usual class: inhibitors; hit rate 0.71% among 290,000; AID 2451; further: potency means the concentration at half of the fitted maximal effect; nearly all actives have a fitted effect of over 55% in size
Target sequence (A8B2U2 whole entry, looked up): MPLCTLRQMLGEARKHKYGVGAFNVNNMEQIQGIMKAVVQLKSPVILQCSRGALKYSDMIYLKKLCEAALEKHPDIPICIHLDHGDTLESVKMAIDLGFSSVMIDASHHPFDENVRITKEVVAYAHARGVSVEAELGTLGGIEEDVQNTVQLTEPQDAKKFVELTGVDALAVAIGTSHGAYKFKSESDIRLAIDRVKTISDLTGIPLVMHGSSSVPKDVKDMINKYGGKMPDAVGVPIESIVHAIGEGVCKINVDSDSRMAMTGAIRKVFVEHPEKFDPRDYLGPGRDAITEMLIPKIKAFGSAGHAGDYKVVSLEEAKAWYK
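40 nM FBPA preincubated 10 min at RT with compound (up to 57.5 uM final), then substrate plus GAPDH/TPI/NAD/arsenate coupling and diaphorase/resazurin added. Fluorescence read after 20 min at RT, 525/598 nm.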
HCMV antiviral: blocks human cytomegalovirus replication | HFF cells, HCMV-luciferase reporter, 72 h; active compounds read low | activity change, negative = inhibition, % at 57.5 µM | hit rate 4.5% among 410,000; in the data active means activity change below about -60%; inconclusive means no clear call, values can overlap the other calls; inactive means above about -39%
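Human foreskin fibroblasts infected with luciferase-reporter HCMV at MOI 1 PFU/cell, compounds at two doses. Luciferase measured 72 h post infection; normalized to buffer-only basal and Salinomycin (10uM) controls.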
AmpC no deterg: AmpC beta-lactamase inhibition without detergent | P00811 | AmpC nitrocefin hydrolysis, absorbance 480 nm, 0.0001% Triton | Potency, µM (series often up to 57.1 µM), for the others: top-dose activity change, negative = inhibition, most hits filed as inhibitors | hit rate 0.52% among 330,000;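 further: potency means the concentration at half of the fitted maximal effect; plate controls were no compound for no effect and no enzyme for full effect; nearly all actives have a fitted effect of over 20% in size; some results filed as inactive show a strong effect at the top dose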
Target sequence (P00811 whole entry, looked up): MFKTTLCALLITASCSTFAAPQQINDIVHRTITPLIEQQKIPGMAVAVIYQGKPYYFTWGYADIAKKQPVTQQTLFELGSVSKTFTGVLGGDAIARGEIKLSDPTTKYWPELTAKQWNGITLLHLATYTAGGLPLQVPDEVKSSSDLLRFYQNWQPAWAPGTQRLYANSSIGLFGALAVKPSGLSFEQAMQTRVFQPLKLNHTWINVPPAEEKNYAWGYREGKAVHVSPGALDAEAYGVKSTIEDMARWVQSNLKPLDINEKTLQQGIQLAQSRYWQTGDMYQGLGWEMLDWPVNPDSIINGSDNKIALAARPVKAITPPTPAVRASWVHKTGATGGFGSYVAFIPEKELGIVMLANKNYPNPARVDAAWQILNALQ
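AmpC (5.3 nM in the dispensed reagent) in 20 mM phosphate pH 7.0 with 0.01% (detergent screen) or 0.0001% Triton X-100 was preincubated with compounds for 15 min at room temperature. Nitrocefin was then added from an 800 uM solution, and hydrolysis was followed at 480 nm.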
AmpC inh detg: blocks E. coli AmpC beta-lactamase in detergent assay. P00811. AmpC hydrolysis of nitrocefin, absorbance 480 nm, 0.01% Triton. Potency, µM (highest dose often 114 µM), for the others: at the top dose activity change, negative = inhibition, actives largely listed as inhibitors. hit rate 0.041% among 370,000. AID 485294;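 further: potency means the concentration at half of the fitted maximal effect; 0% = no-compound wells and -100% = no-enzyme wells; nearly all actives have a fitted effect of over 25% in size; some results filed as inactive show a strong effect at the top dose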
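AmpC (5.3 nM in the dispensed reagent) in 20 mM phosphate pH 7.0 with 0.01% (detergent screen) or 0.0001% Triton X-100 was preincubated with compounds for 15 min at room temperature. Nitrocefin was then added from an 800 uM solution, and hydrolysis was followed at 480 nm.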
An asterisk follows results filed as active; ? = inconclusive; nt = no result given; [ ] = another dose, or the depositor's remark. Unless noted, the call rests on the fitted dose curve; in most records, active means well fitted curve in the direction sought with a large enough effect; inconclusive means small, poorly fitted or top-dose-only effect, or another doubt; inactive means no such curve, though single readings can be large; an effect the other way counts as inactive or inconclusive. Unless noted, on the % scale 0 is the no-effect control and ±100 the full control effect.

SMILES	Sm TGR inh	AMA1-RON2 inh	FBPA Giardia inh	HCMV antiviral	AmpC no deterg	AmpC inh detg
CN1CCN(C(=O)C2CCN(S(=O)(=O)c3cnc[nH]3)CC2)CC1	1%	-2%	0%	16	-12%	?
COc1ccc(Nc2ncc(C(=O)N3CCN(Cc4ccccc4)CC3)c3ccccc23)cc1	1%	-18%	-6%	46	82%[activator]	6%
CS(=O)(=O)c1cccc(-c2nnc(NC(=O)C3=COCCO3)o2)c1	0%	79%[activator]	nt	-10	-10%	-18%
Cn1cc(/C=N/n2cnc3scc(-c4ccc(Cl)cc4)c3c2=O)c2ccccc21	11%	0%	3%	?	-31%	-1%
C=CCNC(=S)Nc1ccccc1	-19%	-5%	2%	-15	?	-1%
CC(=O)Nc1ccc(NC(=O)COC(=O)c2c3c(nc4ccccc24)CCN(Cc2ccccc2)C3)cc1	-7%	-1%	-5%	26	28%	-4%
O=C(CNC(=O)c1ccc(Br)o1)Nc1cccc(-c2cnc3ccccc3n2)c1	0%	-2%	2%	?	-34%	-8%
CCOc1cc(CNc2ccc(N(C)C)cc2)cc(Br)c1OCC(=O)NC(C)(C)C	-31%	25µM*	5µM*	-18	?	3%
COC(=O)c1cc(NC(=O)c2ccc(-c3ccc(Cl)cc3Cl)o2)cc(C(=O)OC)c1	3%	nt	nt	-7	nt	13%
Cc1nc2ccccc2[nH]c1=O	78%[activator]	14%	0%	17	0%	-3%
CC[C@@H](Nc1ncnc2c1oc1ccccc12)C(=O)O	7%	0%	4%	?	-19%	10%
COC(=O)c1ccccc1NC(=O)c1cnc(Nc2ccc(OC)cc2)c2ccccc12	9%	nt	nt	-17	nt	11%
Cc1ccc(C)c(N2CCN(C(=O)CCc3nc(-c4ccccc4)no3)CC2)c1	nt	6%	nt	-1	38%	nt
CC[C@]12c3[nH]c4ccc(OC)cc4c3CCN1C(=O)C(CC(=O)NCCC1=CCCCC1)C[C@@H]2C(=O)N1CCN(C(=O)C2CC2)CC1 (stereo partly specified)	nt	-2%	nt	21	54%[activator]	nt
Cc1ccc(S(=O)(=O)N2CCCCC2CCNC(=O)C(=O)NC2CCCC2)cc1 (stereo unspecified)	5%	9%	nt	-29	18%	-4%
Cc1onc(-c2c(F)cccc2Cl)c1C(=O)c1ccc(F)cc1	31%	-10%	-4%	-9	-30%	-5%
Cn1c(CNC(=O)CCNC(=O)c2cccc(Br)c2)cc(=O)n(C)c1=O	4%	0%	nt	-13	-17%	9%
COc1ccc(NC(=O)C2CCCN(c3ncnc4c3nc3n4CCCCC3)C2)c(OC)c1 (stereo unspecified)	2%	nt	nt	16	nt	20%
O=C(O)COc1ccccc1O	-9%	2%	26%	5	-12%	-14%
Cc1ccccc1NC(=O)C1c2cccc[n+]2CC(=O)N1c1c(C)cccc1C (stereo unspecified)	45µM*	20%	-15%	68	7%	?
CCN(CC)CCCn1c2c(c(SCC(=O)Nc3cccc(C(C)=O)c3)nc1=O)CCC2	-10%	-1%	nt	-11	3%	2%
C/C(CC(=O)Nc1ccccn1)=N\NC(=O)c1ccncc1	-5%	nt	-2%	nt	-4%	?
Cc1ccc(CC(=O)O/N=C(\N)c2cccc([N+](=O)[O-])c2)cc1	4%	-4%	1%	12	-16%	?
CN(Cc1ccco1)C(=O)C1CCCN(c2ncnc3c2nc2n3CCCCC2)C1 (stereo unspecified)	-4%	-5%	nt	-16	88%[activator]	0%
CC(C)c1ccc2oc(=O)cc(CN3CCOCC3)c2c1	1%	12%	0%	-5	-9%	-2%
C/C(=N/NS(=O)(=O)c1ccc(F)cc1)c1ccc(NC(=O)c2ccc(C)o2)cc1	-2%	0%	-1%	14	-60%	-6%
CC(=O)N1CCN(S(=O)(=O)c2cccc(C(=O)NCCc3ccc(Cl)cc3)c2)CC1	-6%	33%[activator]	nt	-16	66%[activator]	-11%
COc1ccccc1NC=C1C(=O)OC(C)(C)OC1=O	-2%	-14%	3%	39	-2%	-2%
O=C(CSc1nc2ccccc2o1)N1CCOCC1	6%	6%	-19%	18	-3%	2%
CCC(Sc1nc2ccccc2c(=O)[nH]1)C(=O)Nc1ccc(C(C)=O)cc1 (stereo unspecified)	-2%	-9%	0%	-1	-2%	0%
CNC(=O)c1[nH]nc2c1CCc1cc(OC)ccc1-2	10%	78%[activator]	-24%	10	-25%	3%
CCOC(=O)c1nn(-c2ccccc2F)c2nc(-c3ccco3)c(C#N)c(=O)n12	-7%	-22%	-1%	-29	-30%	?
CCOc1ccc(-c2cc3nc(C4CCN(C(=O)OC(C)(C)C)CC4)c(C(=O)Nc4ccc(C)cc4Cl)cn3n2)cc1	17%	nt	nt	-19	nt	11%
COCC1CCN(Cc2c(C(=O)N3CCc4ccccc4C3)nc3ccc(Cl)cn23)C1 (stereo unspecified)	20µM*	15%	nt	35	79%[activator]	3%
COC(=O)[C@]1(C)N[C@H](CN(C)S(=O)(=O)c2ccc(C(F)(F)F)cc2)[C@@H]2C(=O)N(C)C(=O)[C@@H]21	nt	8%	nt	-7	-2%	nt
CCn1c(Cc2ccccc2)nnc1SCC(=O)NC1CC1	-1%	3%	7%	60	-3%	-1%
NC(=S)N/N=C/c1ccccc1O	15%	48%[activator]	8%	-22	-11%	6%
CCc1cc(=O)[nH]c(SC/C=C/c2ccccc2)n1	-10%	-1%	?	nt	-16%	?
CSc1ccc(CN(C)C(=O)C(Cc2ccccc2)NC(=O)c2ccccc2)cc1 (stereo unspecified)	-35%	-8%	nt	-67*	116%[activator]	3%
Nc1ncnc(N2CCOCC2)c1N	5%	-15%	-7%	12	-15%	-9%
NC(=O)c1ccc(NC(=O)COc2cccc3ccccc23)cc1	-23%	8%	2%	-21	-3%	1%
COc1ccc(OC)c(NC(=O)CS(=O)(=O)Cc2nc(-c3ccc(C)cc3)oc2C)c1	-18%	nt	nt	-6	nt	-1%
CCCc1c(C(=O)O)cnn1-c1ccc(Cl)cc1	7%	-3%	0%	34	-12%	0%
Cc1cc2c(c(=O)o1)C1O[C@](c3ccsc3)(Cc3cc(C#N)ccc31)O2	?	nt	1%[12.9 µM]	nt	-50%[11.4 µM]	?
COc1ccc(NC(=O)CSc2ccc3c(c2)OCCO3)cc1	nt	3%	nt	27	-17%	nt
S=C(NCCN1CCOCC1)Nc1ccc(Br)cc1	-2%	2%	0%	45	-13%	-14%
Cc1cccc(NC(=S)NC2CCCCCC2)c1C	7%	3%	6%	-12	-15%	-8%
COC(=O)C(C)N(C#N)c1nc(C)nc(C)n1 (stereo unspecified)	1%	-3%	2%	-110*	-16%	0%
COCC(C)n1c(SCc2cc(=O)n3cc(C)ccc3n2)nc2ccccc2c1=O (stereo unspecified)	6%	1%	-1%	-61*	128%[activator]	-16%
CN(C)c1ccc(C(CNC(=O)c2ccco2)N2CCCC2)cc1 (stereo unspecified)	-22%	-9%	nt	-2	-18%	?
Cc1ccnc(S(=O)(=O)Cc2ccc([N+](=O)[O-])cc2)n1	?	1%	3%	42	-15%	4%
Cc1ccc(-n2nc(C)c3c(C(=O)NCc4ccc(F)cc4)cc(C)nc32)cc1	9%	nt	nt	4	nt	14%
C[N+](C)(C)c1ccc(/C=N/Nc2nc(Cl)c(C#N)c(Cl)c2Cl)cc1	45µM*	24%	-5%	-35	-4%	?
O=C(NCCCN1CCN(c2ccccc2F)CC1)Nc1ccc(F)cc1	2%	0%	6%	9	-10%	4%
O=C(Cn1c2ccc(F)cc2c2nc3n(c(=O)c21)CCS3)NC1CCCC1	?	0%	8%	-2	148%	-3%
CCN(CC)CCNC(=O)Cc1c(C(=O)O)n(C)c2ccccc12	2%	0%	-1%	29	-8%	?
Cc1ccccc1Cn1cc(NC(=O)CSc2nc3c(c(C(F)(F)F)n2)CCc2ccccc2-3)cn1	-13%	-8%	-1%	-27	-27%	-7%
COC(=O)c1ccc(Cn2c(SCC(=O)Nc3ccc(F)cc3)nc3ccccc32)cc1	-17%	nt	nt	-3	nt	-4%
CC(=O)Nc1cc(C(=O)NCc2ccccc2Cl)ccc1Sc1ccc(F)cc1	-4%	nt	nt	-19	nt	7%
O=S(=O)(NCC(c1ccccc1)N1CCNCC1)c1ccc(Cl)cc1 (stereo unspecified)	?	-22%	3%	7	71%[activator]	?

4 of these compounds, set out differently.
SMILES: CN(C)c1ccc(C(CNC(=O)c2ccco2)N2CCCC2)cc1 (stereo unspecified)
- Sm TGR inh: -22%
- AMA1-RON2 inh: -9%
- FBPA Giardia inh: nt
- HCMV antiviral: -2
- AmpC no deterg: -18%
- AmpC inh detg: ?

SMILES: C[N+](C)(C)c1ccc(/C=N/Nc2nc(Cl)c(C#N)c(Cl)c2Cl)cc1
- Sm TGR inh: 45µM*
- AMA1-RON2 inh: 24%
- FBPA Giardia inh: -5%
- HCMV antiviral: -35
- AmpC no deterg: -4%
- AmpC inh detg: ?

SMILES: Cc1ccccc1Cn1cc(NC(=O)CSc2nc3c(c(C(F)(F)F)n2)CCc2ccccc2-3)cn1
- Sm TGR inh: -13%
- AMA1-RON2 inh: -8%
- FBPA Giardia inh: -1%
- HCMV antiviral: -27
- AmpC no deterg: -27%
- AmpC inh detg: -7%

SMILES: CC(=O)Nc1cc(C(=O)NCc2ccccc2Cl)ccc1Sc1ccc(F)cc1
- Sm TGR inh: -4%
- AMA1-RON2 inh: nt
- FBPA Giardia inh: nt
- HCMV antiviral: -19
- AmpC no deterg: nt
- AmpC inh detg: 7%

(cont.)
SMILES	Sm TGR inh	AMA1-RON2 inh	FBPA Giardia inh	HCMV antiviral	AmpC no deterg	AmpC inh detg
COc1cc(S(=O)(=O)n2ccc(C)n2)ccc1Cl	0%	2%	3%	48	-36%	-15%
CN(CC(=O)Nc1cccc(F)c1)C(=O)C1CCN(C(=O)c2ccc(Cl)cc2)CC1	-21%	37%[activator]	nt	?	88%[activator]	3%
CCCCC(CC)COC(=O)C(C#N)=C(c1ccccc1)c1ccccc1 (stereo unspecified)	-30%	12%	-1%	-22	-20%	-3%
O=C(COC(=O)c1cc(Cl)ccc1O)NCC1CCCO1 (stereo unspecified)	-1%	-7%	nt	-6	-6%	-3%
CC(Nc1ccc(S(=O)(=O)N2CCN(C)CC2)cc1[N+](=O)[O-])c1ccccc1 (stereo unspecified)	?	-22%	nt	-10	8%	-14%
CCOC(=O)C(=O)Nc1nnc2n1CCS2	-4%	nt	nt	1	nt	3%
CC1CCCCC12NC(=O)N(CC(=O)NCCc1ccc(F)cc1)C2=O (stereo unspecified)	-3%	-8%	nt	-11	2%	-3%
O=C(CSc1nnc(-c2cccs2)o1)OC1CCCCC1	-7%	3%	7%	3	-19%	-3%
C[C@@H]1NC(=O)[C@@]2(C)[C@@H](c3ccccc3)[C@H]3COc4ccc(Cl)cc4[C@@H]3N2C1=O	4%	0%	nt	6	-1%	0%
CC(=O)Nc1ccc(S(=O)(=O)N2CCOCC2)cc1	0%	-4%	3%	-7	-12%	4%
COc1ccc(CNC(=O)c2c(Nc3ccccc3C)sc(C(=O)c3ccccc3)c2N)cc1	-3%	nt	nt	-37	nt	2%
CCOc1cc(C(C#N)N2CCOCC2)ccc1OC (stereo unspecified)	0%	-15%	2%	3	-16%	-11%
CCOC(=O)c1ccc(N2C(=O)CC(Sc3ncccn3)C2=O)cc1 (stereo unspecified)	40µM*	4%	-29%	-14	-20%	1%

An unsorted share of the library (roughly 7.8% active in at least one column).
